tim10-1 inh – inhibits growth of tim10-1 mutant yeast | S. cerevisiae tim10-1 ts strain growth, BacTiter-Glo, 24 h | inhibition, % at 20 µM | hit rate 2.2% among 330,000;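 active means inhibition of at least 40%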;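 further: mutant grown at 25 °C; 0% = DMSO wells with yeast and 100% = wells holding no yeast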
TIM10 inh – inhibits growth of TIM10 yeast strain | hit rate 1.4% among 330,000 | S. cerevisiae TIM10 strain growth, BacTiter-Glo luminescence, 24 h | inhibition, % at 10 µM;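 active means inhibition of 40% or more at the single tested concentration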;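 further: wild-type TIM10 isogenic control strain grown at permissive 25 °C; 0% = DMSO yeast wells and 100% = minimal medium wells without yeast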
Mdm2-MdmX inh – disrupts the human Mdm2-MdmX interaction; SaOS-2 split-luciferase Mdm2/MdmX complementation, luminescence; inhibition, % at 8 µM; hit rate 3% among 330,000; AID 485346;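 active means inhibition of at least 50% at 8 µM in the primary screen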
Target sequence (O15151 whole entry, looked up): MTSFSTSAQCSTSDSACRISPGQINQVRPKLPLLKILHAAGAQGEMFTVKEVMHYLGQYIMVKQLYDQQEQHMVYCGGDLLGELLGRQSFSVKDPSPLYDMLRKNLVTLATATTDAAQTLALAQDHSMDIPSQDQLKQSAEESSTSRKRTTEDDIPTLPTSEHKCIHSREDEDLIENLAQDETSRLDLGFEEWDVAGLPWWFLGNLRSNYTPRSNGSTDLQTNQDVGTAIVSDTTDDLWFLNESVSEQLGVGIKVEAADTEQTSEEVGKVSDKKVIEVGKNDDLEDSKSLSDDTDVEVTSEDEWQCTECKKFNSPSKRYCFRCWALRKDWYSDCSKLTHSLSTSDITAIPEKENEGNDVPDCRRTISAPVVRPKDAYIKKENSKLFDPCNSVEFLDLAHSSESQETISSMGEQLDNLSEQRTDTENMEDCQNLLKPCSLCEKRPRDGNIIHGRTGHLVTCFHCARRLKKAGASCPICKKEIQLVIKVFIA
Target sequence (Q00987 whole entry, looked up): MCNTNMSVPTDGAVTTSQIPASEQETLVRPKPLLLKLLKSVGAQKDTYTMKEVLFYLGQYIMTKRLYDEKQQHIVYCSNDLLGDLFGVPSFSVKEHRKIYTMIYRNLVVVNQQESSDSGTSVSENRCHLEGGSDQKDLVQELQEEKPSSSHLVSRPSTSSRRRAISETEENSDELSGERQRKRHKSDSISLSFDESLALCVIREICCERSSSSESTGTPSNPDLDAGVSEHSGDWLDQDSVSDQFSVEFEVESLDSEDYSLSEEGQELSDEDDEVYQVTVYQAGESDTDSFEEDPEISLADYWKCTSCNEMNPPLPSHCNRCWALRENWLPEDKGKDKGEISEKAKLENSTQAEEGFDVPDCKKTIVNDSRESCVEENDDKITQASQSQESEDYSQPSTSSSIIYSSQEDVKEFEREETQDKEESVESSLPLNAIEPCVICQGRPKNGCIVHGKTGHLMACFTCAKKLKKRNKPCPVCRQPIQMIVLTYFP
697 NFkB inh – inhibitors of the PMA/ionomycin-induced NF-kB reporter in 697 B cells; 697 B-cell NF-kB luciferase reporter, 16 h; inhibition, % at 4 µM; hit rate 0.33% among 330,000; in the data active means inhibition above about 35%
UPR XBP1 act – activators of adaptive arm of unfolded protein response (XBP1); hit rate 0.33% among 330,000; activation, % at 20 µM; CHO-XBP1 luciferase reporter, IRE1-XBP1 UPR activation, luminescence; percent of tunicamycin response, DMSO as zero; AID 463104;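 active means versus positive control, 20 µM dose yields 30% or more activation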;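 further: 100% = tunicamycin at 10 µg/mL and 0% = DMSO only wells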
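Material: IRE1-XBP1 luciferase reporter CHO line / Quantity: one thousand reporter cells per well / Buffer or medium: F12 with 10% serum / Compound: 20 µM single concentration, DMSO 1% / Times: 6 h treatment, 37 °C / Detection: Steady-Glo luciferase glow luminescence, 10 min after reagent addition / Benchmarks: tunicamycin high, DMSO low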
Jurkat NFkB inh – lowers PMA/ionomycin-induced NF-kB signal in Jurkat cells; AID 435003; hit rate 0.53% among 330,000; inhibition, % at 4 µM; PMA/ionomycin-induced NF-kB luciferase reporter, luminescence; in the data active means inhibition above about 50%
tim23-1 inh – inhibits growth of tim23-1 mutant yeast; S. cerevisiae tim23-1 growth, BacTiter-Glo luminescence, 24 h; inhibition, % at 20 µM; hit rate 1.3% among 330,000;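 active means growth inhibition of the mutant yeast at or above 50%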;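 further: temperature-sensitive mutant grown at 25 °C; plate controls were DMSO-treated mutant yeast for no effect and medium wells lacking yeast for full effect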
CHOP UPR activ – apoptotic UPR (CHOP) activation; activation, % at 10 µM; hit rate 0.34% among 330,000; CHO-CHOP luciferase reporter, luminescence; percent of tunicamycin response over DMSO baseline;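 active means at 10 µM dose, activation of 40% or more, normalized to positive control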;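 further: 100% = tunicamycin at 10 µg/mL and 0% = DMSO alone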
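measured by = luciferase luminescence | assay system = CHO-CHOP cells, stable luciferase reporter of PERK-eIF2a-CHOP signalling | amount = 500 reporter cells seeded per well | timing = 6 h compound exposure at 37 °C after overnight seeding | controls = positive tunicamycin 10 µg/mL, negative DMSO alone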
* hit, by the source's call; . = no result given; & = joins results of further samples.

Results follow in this order: tim10-1 inh | TIM10 inh | Mdm2-MdmX inh | 697 NFkB inh | UPR XBP1 act | Jurkat NFkB inh | tim23-1 inh | CHOP UPR activ
- Cc1sc2ncnc(N3CCOCC3)c2c1C
→ 17 | 11 | 15 | 25 | -1 | 25 | 8 | -1.4
- Cc1ccc(CSc2nnc(CS(=O)Cc3ccc(Cl)cc3Cl)n2C)cc1 (stereo unspecified)
→ 47* | 47* | 23 | 5 | -3 | 17 | 51* | 1.7
- CCCNC(=O)C(Cc1cccc(OC)c1)NC(=O)c1ccc(C(C)(C)C)cc1 (stereo unspecified)
→ 15 | 2 | -7 | -6 | -1 | -27 | 24 | 0.1
- Cc1cc(NC(=O)COC(=O)c2ccc(F)c(S(=O)(=O)N3CCOCC3)c2)no1
→ 11 | 12 | 8 | 19 | -7 | 10 | 11 | 0.0
- C#CC[N+](C)(C)CC#Cc1ccc(C)cc1
→ 9 | 8 | 26 | -3 | -6 | 2 | 12 | -1.5
- O=C(NC1CCCC1)C(c1ccncc1)N(CC1CCCO1)C(=O)Cn1nnc(-c2cccs2)n1 (stereo unspecified)
→ 11 | 15 | -7 | -5 | 4 | -12 | 13 | 4.0
- Cc1cc(C)c(C(=O)COC(=O)CNC(=O)c2ccccc2C)c(C)c1
→ -8 | 2 | 23 | -17 | 1 | -16 | 1 | 0.6
- Oc1c(C=C2N=c3ccccc3=N2)sc(=S)n1C1CCCCC1
→ 4&15 | 3&-1 | -9&-18 | 14&0 | -3&-3 | 3&-5 | 3&8 | 2.7&-1.2
- CCCn1c(N)c(C(=O)CSc2nc(C)nc3sc(C)c(C)c23)c(=O)[nH]c1=O
→ 21 | -10 | 23 | 6 | 1 | -10 | -8 | 1.0
- COc1ccccc1/C=C1\SC(=S)N(CC(=O)NC2CCS(=O)(=O)C2)C1=O (stereo unspecified)
→ 13 | 10 | 2 | 2 | -3 | 2 | 2 | 0.6

Retrieved by structure from above:
Results follow in this order: tim10-1 inh | TIM10 inh | Mdm2-MdmX inh | 697 NFkB inh | UPR XBP1 act | Jurkat NFkB inh | tim23-1 inh | CHOP UPR activ
- Cc1sc2ncnc(N3CCOCC3)c2c1C
→ 17 | 11 | 15 | 25 | -1 | 25 | 8 | -1.4
- COc1ccccc1/C=C1\SC(=S)N(CC(=O)NC2CCS(=O)(=O)C2)C1=O (stereo unspecified)
→ 13 | 10 | 2 | 2 | -3 | 2 | 2 | 0.6
- O=C(NC1CCCC1)C(c1ccncc1)N(CC1CCCO1)C(=O)Cn1nnc(-c2cccs2)n1 (stereo unspecified)
→ 11 | 15 | -7 | -5 | 4 | -12 | 13 | 4.0

Next section:
Results follow in this order: tim10-1 inh | TIM10 inh | Mdm2-MdmX inh | 697 NFkB inh | UPR XBP1 act | Jurkat NFkB inh | tim23-1 inh | CHOP UPR activ
- COc1cc(C(=O)NC(C)Cc2ccccn2)ccc1OC1CCN(C(C)=O)CC1 (stereo unspecified)
→ 0 | -2 | -3 | 1 | -5 | 5 | 3 | 2.7
- CCCC(=O)N1CCN(c2ccc(NC(=O)c3ccco3)cc2)CC1
→ 22 | -14 | 5 | 6 | 2 | -10 | 9 | 0.7
- O=C(C1CCCN(S(=O)(=O)c2cccc3cccnc23)C1)N1CCN(c2ccc(F)cc2)CC1 (stereo unspecified)
→ 11 | 2 | 22 | 10 | -3 | -1 | 25 | 1.5
- CCN1C(=O)[C@H]2[C@H]3CN=C(SCc4ccc(C#N)cc4)N3[C@@](CC)(C(=O)OC)[C@H]2C1=O
→ 22 | -2 | 3 | 15 | 5 | . | 35 | 1.8
- Cc1nn(-c2ccccc2)c(C)c1C(=O)NCc1ccccc1F
→ 5 | 17 | -24 | -11 | 0 | 13 | 12 | 0.2
- O=C(CCNC(=O)c1ccccc1Cl)Nc1ccc2c(c1)OCO2
→ 2 | -20 | 6 | 1 | 4 | -12 | 9 | -1.7
- COCCCNC(=O)c1ccc(Cn2c(=O)c3ccccc3n(Cc3ccc(C)cc3)c2=O)cc1
→ 17 | 19 | 56* | 4 | -1 | -9 | 15 | -3.7
- COc1cccc(-c2onc3ccc(C(=O)/C=C/N(C)C)cc23)c1
→ 29 | 26 | 32 | -21 | 0 | -7 | 29 | 2.7
- CCN(CC)C(=O)[C@H]1C[C@H](CC(=O)NC(C)(C)C)C(=O)N2CCc3c([nH]c4cc(CCC(=O)N(C)C)ccc34)[C@]12C
→ 12 | -2 | -3 | 11 | 0 | . | 30 | 2.2
- CCOC(=O)c1c(C)c(-c2ccccc2)n(CC(=O)NCCCN(CC)CC)c1C
→ 12 | 13 | 30 | -5 | 0 | -3 | -8 | -0.9
- COc1ccccc1CNC(=O)c1ccc(S(=O)(=O)N2CCCC2)cc1
→ 7 | 5 | -16 | 14 | 0 | -5 | 12 | -1.2
- O=C1C2CCCCN2C(=O)N1CCCCN1CCN(c2cccc(Cl)c2)CC1 (stereo unspecified)
→ -2 | 2 | 17 | 16 | -1 | 11 | -1 | -2.6
- CCCC(=O)Nc1ccc(C(=O)NN2C(=O)c3ccccc3C2=O)cc1
→ 7 | -15 | 12 | 7 | 0 | -3 | 11 | 0.1
- C/C(Cn1nnc2ccccc21)=N\NC(=O)c1cccc(Br)c1
→ 5 | 4 | -6 | -7 | -1 | 10 | 20 | 0.7
- COc1cc(C(=O)NNC2=CC(=O)CC(C)(C)C2)cc(OC)c1OC
→ 10 | 0 | 16 | 14 | -3 | 17 | 1 | -1.6
- NS(=O)(=O)c1cccc(NC(=O)CSc2n[nH]c(-c3cccs3)n2)c1
→ -5 | -6 | 14 | -5 | 7 | -4 | -7 | 1.1
- CC(=O)Nc1cccc(NC(=O)CN2c3cccc4cccc(c34)S2(=O)=O)c1
→ -11 | 8 | 19 | 12 | 1 | 2 | 4 | -0.7
- O=CNCc1nc2ccccc2n1CCCc1ccccc1
→ -5 | -7 | 4 | 8 | -4 | 8 | 8 | 0.2
- COc1cccc(C2=CC(c3cccc(OC)c3OC)n3nnnc3N2)c1 (stereo unspecified)
→ 28 | 10 | 42 | -46 | -1 | -7 | 7 | 1.2
- COC(=O)CC(NC(=O)Nc1ccccc1F)c1ccc2c(c1)OCO2 (stereo unspecified)
→ -1 | 13 | -20 | -19 | 2 | -30 | 24 | -0.9
- CCOc1ccc(/C(O)=C2/C(=O)C(=O)N(CCCN3CCOCC3)C2c2ccc(C)cc2)cc1C (stereo unspecified)
→ -2 | 3 | 8 | -1 | -4 | 5 | 9 | -0.9
- CCOCc1nnc(NC(=O)c2ccc3c(c2)OCO3)s1
→ -21 | 3 | 8 | 4 | 1 | -6 | 8 | 2.7
- CCc1cccc(C)c1Nc1nc2ccccc2n2cnnc12
→ -2 | 17 | 20 | -11 | 12 | 11 | 1 | 1.2
- CCC(C)CCN1CCN=C1N(C)C (stereo unspecified)
→ -10 | -4 | 3 | 13 | -1 | 18 | -6 | 0.6
- O=C(Nc1ccc(C(=O)N2CCC(N3CCCC3)CC2)cc1)c1ccc(Br)o1
→ 37 | 9 | 12 | 9 | -3 | -10 | 12 | -2.1
- CCOc1ccc(CCNC(=O)c2cc3c(s2)CS(=O)(=O)C3)cc1OCC
→ -6 | 6 | 10 | -3 | 1 | 0 | -6 | 1.6
- N#CCO/N=C/C(=O)Nc1ccc(F)cc1F
→ 2 | -13 | -1 | 14 | 1 | -9 | 5 | -1.2
- CC(C)c1c(C(=O)N/N=C/c2ccc(OCc3ccc(F)cc3)cc2)nnn1-c1nonc1N
→ 22 | -5 | 14 | -5 | 0 | -63 | 11 | 1.8
- COc1ccc(OC)c(NC(=O)C2C(C(=O)O)C3(Cl)C(Cl)=C(Cl)C2(Cl)C3(Cl)Cl)c1 (stereo unspecified)
→ 27 | 9 | 23 | 1 | -3 | 0 | 26 | -0.9
- Cn1c(=O)c2c(nc(CN3CCN(C(=O)c4ccco4)CC3)n2CCc2ccccc2)n(C)c1=O
→ 7 | 12 | 27 | -4 | 4 | 7 | 6 | -1.8
- CSc1cccc(NC(=O)C2CCCN2S(=O)(=O)c2ccc3c(c2)CCC(=O)N3)c1 (stereo unspecified)
→ 20 | 12 | 14 | -10 | 2 | -6 | -3 | 0.0
- CC1(C)O[C@@H]2[C@H](O1)[C@@H](COS(=O)(=O)O)O[C@H]2n1ccc(=O)[nH]c1=O
→ -1 | -5 | 16 | 7 | 1 | -3 | -5 | -1.6
- O=C(NCCCN1CCCC1=O)Nc1ccc(F)c(Cl)c1
→ 13 | 10 | -37 | -10 | 3 | -3 | -4 | 1.6
- Cc1cccc(C)c1NC(=O)c1cccc(N2C(=O)C3CCC(C)CC3C2=O)c1 (stereo unspecified)
→ 20 | -2 | 9 | 24 | -3 | -1 | 4 | 0.8
- COc1ccc(NC(=O)CN(C)C(=O)c2cc(C)on2)cc1
→ 5 | -2 | 6 | 14 | 3 | -13 | 13 | 1.9
- CCN(CCn1cccn1)C(=O)CCc1nnc(C2CCCCC2)o1
→ 2 | -6 | -8 | 14 | 0 | -17 | 19 | 3.5
- Cc1cccc(NC(=O)CCSc2ccccn2)c1
→ 4 | 0 | -13 | 19 | 3 | -14 | -1 | 2.9
- CCCN1Cc2cccc(C(=O)NCc3ccc4c(c3)OCO4)c2C1=O
→ 25 | 18 | -15 | -6 | 2 | -7 | 8 | 0.7
- Cc1ccccc1Nc1c([N+](=O)[O-])cncc1[N+](=O)[O-]
→ 33 | -77 | 9 | -52 | -2 | -41 | 35 | -0.7
- CC1=NN(C(C#N)c2ccccc2)C(c2ccccc2)C1 (stereo unspecified)
→ 12 | 21 | -34 | -47 | 3 | -3 | 16 | 2.1
- COc1ccccc1CNC(=O)COC(=O)c1ccc(Cl)c(N)c1
→ 6 | 1 | -2 | 14 | -2 | 5 | 2 | -1.6
- O=C(Cc1c(F)cccc1Cl)Nc1cccc(S(=O)(=O)NC2=NCCCCC2)c1
→ 2 | -1 | -11 | 14 | -5 | 7 | 4 | -2.0
- CC(C)NS(=O)(=O)c1ccc(CCC(=O)N2CCC(C(N)=O)CC2)cc1
→ 16 | -4 | 9 | 15 | -2 | 6 | 18 | -0.9
- COc1cccc(OCCCOc2ccc([N+](=O)[O-])cc2Cl)c1
→ 36 | 24 | 4 | 26 | -1 | -1 | 37 | -1.3
- CCOc1ccccc1-n1c(COc2ccc(C)cc2)nnc1SCC(N)=O
→ 11 | 6 | 2 | 5 | 0 | 10 | 13 | -0.7
- O=C(Nc1ccccc1-c1ccccc1)c1cccc([N+](=O)[O-])c1
→ 33 | -4 | -10 | -7 | 2 | -38 | 15 | 1.6
- COc1ccc(OC)c2[nH]c(=O)c(CCNC(=O)C(=O)c3c[nH]c4ccccc34)cc12
→ 5 | 10 | -3 | 17 | 1 | 19 | -4 | -0.1
- CC1(N2CCCCC2)C(=O)c2ccccc2C1=O
→ 10 | 5 | 3 | -4 | -2 | -4 | -17 | -0.2
- Fc1ccc2[nH]c3c(NCCN4CCOCC4)ncnc3c2c1
→ 11 | 5 | 17 | 2 | -2 | -7 | 3 | 1.4
- CCOC(=O)C1=C(CC)OC(N)=C(C#N)C1c1cc(OC)ccc1OC (stereo unspecified)
→ 25 | 23 | 9 | -23 | 0 | 3 | 21 | -1.9

Remaining list, next part:
Results follow in this order: tim10-1 inh | TIM10 inh | Mdm2-MdmX inh | 697 NFkB inh | UPR XBP1 act | Jurkat NFkB inh | tim23-1 inh | CHOP UPR activ
- COC(=O)C[C@H]1c2ccccc2S(=O)(=O)N1Cc1ccc(OC)cc1
→ 12 | 7 | 6 | 19 | 0 | 0 | 9 | 0.2
- COc1ccc(NC(=O)C(CC(=O)O)Cc2ccc(Cl)cc2)cc1 (stereo unspecified)
→ -10 | 3 | 10 | -6 | -3 | -5 | -11 | -0.4
- CC(Sc1n[nH]c(=O)[nH]c1=O)C(=O)OCc1ccccc1 (stereo unspecified)
→ 0 | 2 | 10 | 3 | 4 | 12 | 5 | -0.2
- COCCN1CCC(CNCc2cn[nH]c2-c2ccc(C)c(C)c2)C1 (stereo unspecified)
→ -13 | -21 | 17 | 1 | 2 | 6 | 2 | 0.6
